CBFb RUNX1 block = inhibitors of human CBF-beta and RUNX1 interaction | AID 1477 | 230,000 tested, under 10 active | AlphaScreen CBFb-His/RUNX1-biotin binding, biochemical | Potency, µM (titrated, usually from 59.8 µM), without a hit: at the highest dose activity, negative = inhibition, actives largely listed as inhibitors; further: % of control where 0% means no effect
Target sequence (Q01196 whole entry, looked up): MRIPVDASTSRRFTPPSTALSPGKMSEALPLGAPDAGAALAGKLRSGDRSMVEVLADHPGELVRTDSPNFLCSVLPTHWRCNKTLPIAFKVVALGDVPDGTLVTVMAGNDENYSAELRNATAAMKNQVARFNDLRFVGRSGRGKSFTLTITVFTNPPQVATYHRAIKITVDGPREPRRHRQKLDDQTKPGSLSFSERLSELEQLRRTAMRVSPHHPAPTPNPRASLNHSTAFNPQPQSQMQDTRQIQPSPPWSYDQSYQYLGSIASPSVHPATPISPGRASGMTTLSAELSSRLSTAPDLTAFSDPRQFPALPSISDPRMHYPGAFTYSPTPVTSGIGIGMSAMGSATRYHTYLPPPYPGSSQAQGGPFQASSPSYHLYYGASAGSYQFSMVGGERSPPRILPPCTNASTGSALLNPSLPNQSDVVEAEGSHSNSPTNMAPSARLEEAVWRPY
Target sequence (Q13951 whole entry, looked up): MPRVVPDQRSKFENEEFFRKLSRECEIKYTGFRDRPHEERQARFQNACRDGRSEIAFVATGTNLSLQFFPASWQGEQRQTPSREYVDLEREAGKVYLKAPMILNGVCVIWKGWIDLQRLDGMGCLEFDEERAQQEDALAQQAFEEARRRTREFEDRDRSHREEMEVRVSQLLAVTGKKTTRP
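AlphaScreen proximity signal reports loss of binding between His-tagged CBF-beta and biotin-labelled RUNX1, each at 30 nM. Proteins are pre-associated for 20 minutes, compounds added for 15 minutes, then beads for 90 minutes, all at ambient temperature.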
GAA spleen mod = lysosomal alpha-glucosidase (human) modulation; Potency, µM (highest dose often 79.9 µM), inactives show top-dose activity change, negative = inhibition, usual class: inhibitors; actives 0.006% (n = 240,000); P10253; human spleen homogenate, 4-MU-alpha-glucoside fluorescence;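 further: potency means the concentration at half of the fitted maximal effect; 0% = enzyme with vehicle and -100% = no enzyme basal signal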
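Compounds were titrated against alpha-glucosidase in spleen homogenate at pH 5.0, with 1 mM 4-methylumbelliferyl substrate for 40 min at 37 C. Reactions were quenched with pH 10 NaOH/glycine and fluorescence measured.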
HTT aggregate = reduces HttQ103-GFP aggregates in PC12 cells; PC12 HttQ103-GFP aggregates, Acumen cytometry, 40 h; Potency, µM (top dose mostly 46.1 µM), inactives show at the top dose activity change, negative = inhibition, most hits filed as inhibitors; actives 1.1% (n = 220,000); AID 1688; further: potency means the concentration at half of the fitted maximal effect; on the % scale 0 is the no-effect control and ±100 the full control effect; nearly all actives have a fitted effect of over 60% in size
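Compounds (qHTS titration) were added to PC12 cells expressing an ecdysone-driven HTT exon 1 Q103–GFP fusion after induction with 100 nM tebufenozide. Aggregate formation was measured as GFP objects in cell lysates.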
GAA glycogen mod = inhibitors or activators of human alpha-glucosidase glycogen cleavage; AID 2100; P10253; actives 0.38% (n = 300,000); recombinant GAA, glycogen substrate, Amplex Red glucose oxidase fluorescence; Potency, µM (highest dose often 76.4 µM), for inactives: top-dose activity change, negative = inhibition, actives largely listed as inhibitors;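 further: potency means the concentration at half of the fitted maximal effect; 0% = full enzyme reaction and -100% = no-enzyme basal signal; the screen sought inhibitors and activators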
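qHTS, 1536-well; enzyme 4 nM final; cpd up to 77 uM; substrate bovine liver glycogen 30 ug; 50 mM citrate/phosphate pH 5.0, 0.01% Tween-20; 37 C, 40 min; Amplex Red detection 45 min RT; Hill fit → AC50.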
Lamin A splicing = modulators of lamin A splicing | actives 0.01% (n = 200,000) | HeLa LMNA splicing GFP/RFP minigene ratio, 48 h | AID 1487 | Potency, µM (highest dose often 46.1 µM), for the others: top-dose ratio change, negative = inhibition, most hits filed as inhibitors; active means well fitted inhibition curve with a large enough effect in the signal ratio, with a control signal flat, not every such curve was filed as active; inconclusive means small, poorly fitted or top-dose-only effect, or effect the other way, or a change in a side signal; the % refers to the signal ratio; further: potency means the concentration at half of the fitted maximal effect; on the % scale 0 is the no-effect control and ±100 the full control effect
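Read-out is the ratio of GFP to DsRed2 object intensity, acquired by 488 nm laser-scanning cytometry on HeLa lamin A-EGFP minigene reporter cells. Compound incubation 48 hrs at 37 °C in Opti-MEM with 2% FBS; DMSO 0.5% final.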
GAA inhib = blocks human lysosomal alpha-glucosidase. P10253. purified human GAA, 4-MU-alpha-glucoside fluorescence. Potency, µM (series often up to 76.9 µM), without a hit: top-dose activity change, negative = inhibition, actives largely listed as inhibitors. actives 0.005% (n = 200,000). AID 1466;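 further: potency means the concentration at half of the fitted maximal effect; plate controls were uninhibited enzyme wells for no effect and no-enzyme background for full effect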
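qHTS format, compound range up to 77 uM. Human lysosomal enzyme at 4 nM, 400 uM 4-MU glucoside substrate, pH 5.0, 20 min room temperature; fluorescence after alkaline stop gives activity normalized to controls.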
HTT ATP protect = Huntington cell model cytoprotection by ATP luminescence. PC12 HTT-Q103 induced, cytoprotection, ATP luminescence, 40 h. Potency, µM (highest dose often 56.4 µM), without a hit: cytoprotection (ATP increase), actives largely listed as activators. actives 0.14% (n = 230,000). AID 1471;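 further: potency means the concentration at half of the fitted maximal effect; % of control where 0% means no effect; nearly all actives have a fitted effect of over 45% in size; toxic huntingtin expression switched on by the ecdysone agonist tebufenozide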
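PC12 cells with ecdysone-inducible HTT exon 1 Q103-GFP, induced with 100 nM tebufenozide and co-treated with library compounds in a dose series (1536-well, 1500 cells/well). Cytoprotection read as ATP content by ATPlite luminescence.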
An asterisk follows results filed as active; ? = inconclusive; nt = not tested or not shown; [ ] = remark or other dose. Unless noted, the call rests on the fitted dose curve; in most records, active means well fitted curve in the direction sought with a large enough effect; inconclusive means small, poorly fitted or top-dose-only effect, or another doubt; inactive means no such curve, though single readings can be large; an effect the other way counts as inactive or inconclusive.

1	CCCCC(c1nnnn1C1CCCC1)N1CCN(C2CCCC2)CC1 (centres undefined)
2	COCc1cc(N2CCCC2)nc(-c2ccccc2)n1
3	COCCNC(=S)N1CCC(Cc2ccccc2)CC1
4	CCc1ccc(/C=N\NC(=O)c2ccc(Br)o2)s1
5	Cn1c(NC(=O)CC2CCCCC2)cc(=O)n(C)c1=O
6	CC(C)C1CC(C(F)(F)F)n2nc(C(=O)O)cc2N1 (centres undefined)
7	CCc1ccc(C(=O)C(C)OC(=O)C2COc3ccccc3O2)cc1 (centres undefined)
8	COC(=O)C1=C(O)/C(=C\c2ccc(CNC(=O)C(=O)Nc3ccc(C)c(C)c3)o2)N=C1C
assay / compound	1	2	3	4	5	6	7	8
GAA glycogen mod	8%	4%	-2%	-2%	15%	2%	2%	10%
GAA spleen mod	-4%	-18%	-1%	1%	2%	1%	8%	2%
Lamin A splicing	3%	?	1%[46 µM]	9%	nt	0%[46 µM]	2%	-2%
GAA inhib	?	3%	-6%	12%	nt	12%	10%	-7%
HTT ATP protect	9%	-17%	11%[10 µM]	nt	-23%[10 µM]	nt	nt	-7%
CBFb RUNX1 block	2%	5%	9%	10%	11%	1%	25%	-21%
HTT aggregate	-1%	-3%	-10%[9.22 µM]	-2%	-15%[9.22 µM]	nt	16%	13%

9	Cc1ccc(NS(=O)(=O)c2ccc3c(c2)oc(=O)n3C)cc1F
10	CCc1cccc2c(C(=S)N3CCOCC3)c[nH]c12
11	CCc1c(C)nc2cc(-c3cccs3)[nH]n2c1=O
12	CCN(C(=O)COC(=O)c1c(C)noc1C)C1CCS(=O)(=O)C1 (centres undefined)
13	Cc1nc(/C(N)=N/OC(=O)c2cccc(Cl)c2)c(C(F)(F)F)o1
14	CN(C)C=NC(=O)c1cn(-c2ccc(F)cc2)c(=O)c2ccccc12
15	COc1cc(NC(C)CCCN)c2ncccc2c1 (centres undefined)
16	Cn1c(CO)cnc1-c1ccccc1
assay / compound	9	10	11	12	13	14	15	16
GAA glycogen mod	-26%	21%	4%	26%	4%	-2%	nt	3%
GAA spleen mod	6%	0%	-2%	-2%	-4%	0%	4%	1%
Lamin A splicing	-6%	-3%[46 µM]	6%	12%[46 µM]	nt	15%[46 µM]	nt	nt
GAA inhib	-13%	?	-1%	-2%	nt	-4%	nt	nt
HTT ATP protect	-5%	14%[10 µM]	-22%	26%[10 µM]	5%[10 µM]	-35%[inhibitor]	16%	32%[10 µM]
CBFb RUNX1 block	-2%	-1%	3%	10%	11%	9%	-2%	9%
HTT aggregate	-28%	-15%[9.22 µM]	-4%	6%[9.22 µM]	11%[9.22 µM]	-23%	nt	-9%[9.22 µM]

17	CC(C)c1nnc(NC(=O)CCN2C(=O)c3ccccc3C2=O)s1
18	c1cnc(Oc2ccc3oc4ccccc4c3c2)nc1
19	Cc1ccccc1-n1c(SCC(=O)NCc2cccs2)nnc1-c1ccncc1
20	CC(=O)Nc1ccc(NC(=O)C(C)OC(=O)C2CCN(S(=O)(=O)c3cccs3)CC2)cc1 (centres undefined)
21	S=C(c1ccc2c(c1)OCO2)N1CCCCC1
22	C/C(CC(=O)Nc1ccc(Cl)c(C(F)(F)F)c1)=N\NC(N)=S
23	COc1ccc(NC(=O)COC(=O)C2=COCCO2)cc1OC
24	Cc1cccc(Nc2nc(N)nc(CSc3nccc(C)n3)n2)c1
assay / compound	17	18	19	20	21	22	23	24
GAA glycogen mod	4%	1%	-12%	5%	0%	5%	-1%	5%
GAA spleen mod	-8%	-7%	4%	-4%	-2%	0%	-18%	0%
Lamin A splicing	4%	-10%	-6%	nt	-1%	-11%[46 µM]	6%[46 µM]	0%
GAA inhib	-1%	-6%	-14%	nt	-4%	?	3%	-2%
HTT ATP protect	11%	-2%[10 µM]	-5%[10 µM]	15%[10 µM]	7%	14%[10 µM]	6%[10 µM]	-10%
CBFb RUNX1 block	5%	7%	3%	7%	5%	-2%	14%	0%
HTT aggregate	2%	3%	-21%	6%[9.22 µM]	20%	-14%[9.22 µM]	4%	8%

25	Nc1ccnn1Cc1ccc(Br)s1
26	CNc1nc(C)c(C(=O)OCC(=O)OC)s1
27	c1cncc(-c2nc(NCCN3CCOCC3)c3ccccc3n2)c1
28	CNC(=S)NNC(=O)c1ccc(N(C)C)cc1
29	O=C(NC(=S)N1CCN(c2ccc([N+](=O)[O-])cc2)CC1)c1ccccc1
30	COC(=O)c1sccc1-n1cccc1C(=O)N1CCOCC1
31	O=C1c2ccc3c4c(ccc(c24)C(=O)N1Cc1cccnc1)C(=O)N(Cc1cccnc1)C3=O
32	CCN1CC(C)C(O)(c2ccccc2)CC1C (centres undefined)
assay / compound	25	26	27	28	29	30	31	32
GAA glycogen mod	6%	12%	nt	?	6%	5%	2%	-15%
GAA spleen mod	-4%	0%	1%	-2%	-4%	-3%	-1%	0%
Lamin A splicing	-17%	4%	?	nt	4%[46 µM]	0%	-2%	-1%
GAA inhib	-3%	-2%	nt	nt	-2%	7%	-15%	0%
HTT ATP protect	0%[10 µM]	-2%	-5%	11%[10 µM]	-33%[inhibitor]	-10%	-4%	-1%
CBFb RUNX1 block	-3%	5%	nt	-1%	-21%	10%	-4%	1%
HTT aggregate	3%	6%	nt	-10%[9.22 µM]	?	2%	22%	5%

Three compounds already listed, sorted by the value under GAA spleen mod, low to high.
entry	Structure	GAA spleen mod
25	Nc1ccnn1Cc1ccc(Br)s1	-4%
28	CNC(=S)NNC(=O)c1ccc(N(C)C)cc1	-2%
31	O=C1c2ccc3c4c(ccc(c24)C(=O)N1Cc1cccnc1)C(=O)N(Cc1cccnc1)C3=O	-1%

(continued)
33	COc1ccccc1NS(=O)(=O)c1cc(NC(=O)C2CC2)ccc1N1CCOCC1
34	COc1ccc(N2CCN(C(=O)c3ccc(S(=O)(=O)N4CCOCC4)cc3)CC2)cc1
35	COc1ccc(NS(=O)(=O)c2ccc3oc(SC4CCOC4=O)nc3c2)cc1 (centres undefined)
36	NS(=O)(=O)c1ccc(CCNC(=O)CSc2nnc3ccccn23)cc1
37	Cc1ccc(/C=N/NC(=O)Cn2cnc3ccccc32)cc1
38	CCn1c(SCC(=O)N/N=C/C=C\c2ccco2)nc2ccccc21
39	Cc1ccsc1/C=C(\C(=O)c1ccc(OC(C)C)cc1)c1nc2ccccc2o1
40	COCc1cc(C)nc(SCC(=O)Nc2cccc3cccnc23)c1C#N
assay / compound	33	34	35	36	37	38	39	40
GAA glycogen mod	-2%	-2%	-9%	2%	3%	11%	-2%	-3%
GAA spleen mod	0%	-2%	1%	9%	-2%	-5%	3%	-1%
Lamin A splicing	?	?	?	-15%[46 µM]	?	-6%	?	-2%
GAA inhib	-2%	-1%	-6%	?	1%	1%	?	-8%
HTT ATP protect	-25%	10%[10 µM]	21%	-24%	-49%[inhibitor]	-1%[10 µM]	nt	36%[10 µM]
CBFb RUNX1 block	-5%	1%	0%	-1%	0%	?	4%	5%
HTT aggregate	?	?	-13%	0%	-2%	?	2%	-7%

41	COCCn1c(SCc2ccc(OC)c(F)c2)nc2ccccc2c1=O
42	Cc1nn(C)cc1CNC(=O)Nc1ccc(Br)cc1Cl
43	CCOc1cc(N2CCOCC2)c(OCC)cc1NC(=O)[C@H](C)N1C(=O)C2CC=CCC2C1=O (some centres undefined)
44	Fc1ccccc1-c1ccc(/C=N/Nc2nc3ccccc3[nH]2)o1
45	CCOC(=O)c1c(Cc2cccc(Cl)c2)c[nH]c1C
46	CCOc1ccccc1NC(=O)CSc1nc2cccnc2n1C
47	CN(C)C(=O)COC(=O)c1ccccc1NC(=O)c1ccco1
assay / compound	41	42	43	44	45	46	47
GAA glycogen mod	-4%	-2%	6%	3%	-4%	2%	7%
GAA spleen mod	-1%	-13%	6%	-10%	-7%	-6%	-1%
Lamin A splicing	-3%[46 µM]	-19%	8%[46 µM]	?	-14%	?	-14%[46 µM]
GAA inhib	-10%	-2%	-4%	8%	-1%	1%	-2%
HTT ATP protect	-22%	-15%	-13%[10 µM]	-46%[10 µM]	9%[10 µM]	12%[10 µM]	27%[10 µM]
CBFb RUNX1 block	15%	3%	-7%	15%	-9%	-5%	-3%
HTT aggregate	-30%	?	-10%	-9%	-7%	5%	21%

Reprinted at random: seven records from the list.
47	CN(C)C(=O)COC(=O)c1ccccc1NC(=O)c1ccco1
42	Cc1nn(C)cc1CNC(=O)Nc1ccc(Br)cc1Cl
44	Fc1ccccc1-c1ccc(/C=N/Nc2nc3ccccc3[nH]2)o1
46	CCOc1ccccc1NC(=O)CSc1nc2cccnc2n1C
43	CCOc1cc(N2CCOCC2)c(OCC)cc1NC(=O)[C@H](C)N1C(=O)C2CC=CCC2C1=O (some centres undefined)
41	COCCn1c(SCc2ccc(OC)c(F)c2)nc2ccccc2c1=O
45	CCOC(=O)c1c(Cc2cccc(Cl)c2)c[nH]c1C
assay / compound	47	42	44	46	43	41	45
GAA glycogen mod	7%	-2%	3%	2%	6%	-4%	-4%
GAA spleen mod	-1%	-13%	-10%	-6%	6%	-1%	-7%
Lamin A splicing	-14%[46 µM]	-19%	?	?	8%[46 µM]	-3%[46 µM]	-14%
GAA inhib	-2%	-2%	8%	1%	-4%	-10%	-1%
HTT ATP protect	27%[10 µM]	-15%	-46%[10 µM]	12%[10 µM]	-13%[10 µM]	-22%	9%[10 µM]
CBFb RUNX1 block	-3%	3%	15%	-5%	-7%	15%	-9%
HTT aggregate	21%	?	-9%	5%	-10%	-30%	-7%

Complete entries, looked up by structure:
CCOc1ccccc1NC(=O)CSc1nc2cccnc2n1C is listed as GAA glycogen mod = 2%; GAA spleen mod = -6%; Lamin A splicing = ?; GAA inhib = 1%; HTT ATP protect = 12%[10 µM]; CBFb RUNX1 block = -5%; HTT aggregate = 5%
Fc1ccccc1-c1ccc(/C=N/Nc2nc3ccccc3[nH]2)o1 is listed as GAA glycogen mod = 3%; GAA spleen mod = -10%; Lamin A splicing = ?; GAA inhib = 8%; HTT ATP protect = -46%[10 µM]; CBFb RUNX1 block = 15%; HTT aggregate = -9%

From PubChem

This is a random part of the collection, and some 1.5% of all compounds hit somewhere here.
